Source: PubChem
sPLA2-III inh: Inhibits HGIII-sPLA2 liposome hydrolysis, primary screen; Q9NZ20; QFRET BODIPY PC-A2 liposome hydrolysis, fluorescence; inhibition, % at 12.2 µM; 370,000 tested, 0.56% active; AID 743126;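 active = inhibition above mean plus 3 SD of compounds lying within the high and low control bounds, cut at about 19% in these data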;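 note: 0% = median of test compound wells and 100% = no enzyme DMSO wells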
PLC-gamma1 inh: blocks human PLC-gamma1 enzyme activity; P19174; purified PLC-gamma1, fluorogenic substrate, fluorescence; inhibition, % at 12.2 µM; 370,000 tested, 0.84% active; AID 720700; in the data active = inhibition above about 9.5%
DAX1 inh-1: DAX1 (NR0B1) inhibition, primary screen. HEK293T StAR-luciferase reporter, SF-1/DAX-1 repression relief. AID 652010. 370,000 tested, 1.1% active. inhibition, % at 6.8 µM;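 active = inhibition above the mean over all tested compounds plus 3 SD, cut at about 3.6% in these data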;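 note: 0% = DAX-1 cells with DMSO and 100% = cells lacking DAX-1 with DMSO; higher inhibition means more luminescence from relief of DAX-1 repression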
ADAM17 inh: ADAM17 inhibition, QFRET primary screen; 370,000 tested, 0.83% active; recombinant ADAM17, EDANS/DABCYL FRET peptide cleavage; inhibition, % at 6.95 µM;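 active = inhibition above the mean of compounds lying between control limits plus 3 SD, set per campaign, cut at about 8.5% in these data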;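 note: 0% = DMSO-only wells as the low control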
GAA850 FXN act: activators of GAA850 frataxin (FXN) promoter. HEK293 lucGAA850 FXN promoter luciferase reporter, 24 h; percent of 10 µM SAHA response. activation, % at 6 µM. 360,000 tested, 0.56% active;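 active = activation above the average of all compounds screened plus 3 SD, cutoff fixed separately per campaign, cut at about 7.5% in these data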;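 note: 0% = DMSO wells and 100% = 10 µM SAHA wells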
ADAM10 inh: ADAM10 inhibition, QFRET primary screen; AID 720582; 370,000 tested, 0.62% active; recombinant ADAM10, EDANS/DABCYL FRET peptide cleavage, 3 h; inhibition, % at 7 µM; O14672;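 active = inhibition above a per-campaign cutoff equal to the mean of compounds falling between control-based bounds plus 3 SD, cut at about 20% in these data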;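 note: 0% = DMSO wells while the 100% control is not disclosed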
PLCb3 inh: inhibitors of human phospholipase C beta3; Q01970; Purified PLC-beta3, fluorogenic substrate, fluorescence; inhibition, % at 12.2 µM; 370,000 tested, 0.18% active; AID 720704; in the data active = inhibition above about 11%;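 note: 0% = median of compound wells on plate and 100% = full blocker control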
Target sequence (Q01970 whole entry, looked up): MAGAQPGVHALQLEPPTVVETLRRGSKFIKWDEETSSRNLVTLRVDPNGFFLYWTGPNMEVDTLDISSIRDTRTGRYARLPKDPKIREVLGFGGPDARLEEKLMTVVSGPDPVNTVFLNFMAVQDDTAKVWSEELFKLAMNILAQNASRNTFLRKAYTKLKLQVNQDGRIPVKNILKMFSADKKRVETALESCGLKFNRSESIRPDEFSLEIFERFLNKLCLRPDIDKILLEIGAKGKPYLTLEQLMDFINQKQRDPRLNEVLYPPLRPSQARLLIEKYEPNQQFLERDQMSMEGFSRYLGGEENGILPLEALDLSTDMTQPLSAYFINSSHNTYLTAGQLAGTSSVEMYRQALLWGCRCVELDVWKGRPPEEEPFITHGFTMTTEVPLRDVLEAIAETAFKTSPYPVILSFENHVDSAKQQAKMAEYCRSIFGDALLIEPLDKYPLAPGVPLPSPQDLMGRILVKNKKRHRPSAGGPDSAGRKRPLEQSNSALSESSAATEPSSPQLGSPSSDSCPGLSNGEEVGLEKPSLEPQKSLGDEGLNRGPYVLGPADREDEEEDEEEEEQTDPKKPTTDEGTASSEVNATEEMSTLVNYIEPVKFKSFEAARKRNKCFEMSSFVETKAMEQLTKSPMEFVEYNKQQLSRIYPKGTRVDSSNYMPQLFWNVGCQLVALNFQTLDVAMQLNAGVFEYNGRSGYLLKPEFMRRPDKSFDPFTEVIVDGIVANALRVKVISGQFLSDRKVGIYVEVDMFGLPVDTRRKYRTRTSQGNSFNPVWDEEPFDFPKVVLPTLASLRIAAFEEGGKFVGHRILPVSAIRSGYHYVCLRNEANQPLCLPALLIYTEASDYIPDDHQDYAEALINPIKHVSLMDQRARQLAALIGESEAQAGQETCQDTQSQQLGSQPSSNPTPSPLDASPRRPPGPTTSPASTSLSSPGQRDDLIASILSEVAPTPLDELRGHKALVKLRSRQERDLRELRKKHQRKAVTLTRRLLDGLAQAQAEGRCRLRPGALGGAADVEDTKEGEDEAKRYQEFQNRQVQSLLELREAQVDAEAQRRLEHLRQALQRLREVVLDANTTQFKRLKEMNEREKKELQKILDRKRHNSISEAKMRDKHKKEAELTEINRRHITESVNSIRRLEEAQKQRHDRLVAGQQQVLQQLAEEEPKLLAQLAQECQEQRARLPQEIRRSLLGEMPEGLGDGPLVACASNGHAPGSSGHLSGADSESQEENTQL
hcDAF12 agonist: activates DAF-12 receptor from parasite H. contortus. activation, % at 6.8 µM. HEK293 hcDAF-12 lit1-tk-luc reporter, luminescence; 0% DMSO, 100% Δ7-dafachronic acid. AID 652067. 370,000 tested, 1.4% active;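 active = activation above the mean of all tested compounds plus 3 SD, cut at about 5.5% in these data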;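 note: 100% = response to 3 µM Δ7-dafachronic acid high control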
DAX1 inh-2: inhibits human nuclear receptor DAX1; 340,000 tested, 0.99% active; HEK293 Gal4-DAX1 luciferase reporter, luminescence; AID 504766; inhibition, % at 6.75 µM;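 active = inhibition above the mean over all tested compounds plus 3 SD, cut at about 4.2% in these data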;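 note: 0% = DAX1-transfected cells with DMSO and 100% = empty-vector control cells with DMSO; inhibition shows as a rise in luminescence from relieved DAX1 repression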
ssDAF-12 act: activates DAF-12 receptor from parasite S. stercoralis. HEK293 ssDAF-12/GRIP1 lit1-tk-luc reporter, luminescence; % of 3 µM dafachronic acid response. activation, % at 6.8 µM. 370,000 tested, 1% active. AID 652126;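 active = activation above the mean over all tested compounds plus 3 SD, cut at about 0.9% in these data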;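 note: 0% = DMSO-only wells and 100% = 3 µM delta7-dafachronic acid wells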
hgDAF-12 ag: agonists of H. glycines DAF-12 nuclear receptor; HEK293 GAL4-hgDAF12 UAS-luciferase reporter, agonist luminescence; normalized to butyrate control; activation, % at 6.8 µM; 370,000 tested, 1.8% active; AID 687014;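 active = activation above a cutoff set at the mean of all screened compounds plus 3 SD, cut at about 10% in these data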;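 note: 0% = DMSO wells and 100% = sodium butyrate wells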
Starred values were filed as active, the others as inactive; . = no result given.

SMILES	sPLA2-III inh	PLC-gamma1 inh	DAX1 inh-1	ADAM17 inh	GAA850 FXN act	ADAM10 inh	PLCb3 inh	hcDAF12 agonist	DAX1 inh-2	ssDAF-12 act	hgDAF-12 ag
COC(=O)C1CN(Cc2ccccc2)CCS(=O)(=O)N1Cc1cn(Cc2ccccc2)nn1 (stereo not given)	-6	3	0.1	-2	.	-2	0	-0.3	.	-1.7	0.0
O=C(NCCC(=O)N1CCN(S(=O)(=O)c2ccc(F)cc2)CC1)Nc1ccccc1	-10	6	-1.1	2	-0.8	6	-5	-2.3	0.8	-1.5	-3.1
Oc1ccc(C(=Nc2ccccc2)c2ccccc2)c(O)c1	10	1	-0.8	1	0.7	-3	-2	-0.1	-1.1	-1.3	-0.4
COc1ccc2c(c1)OC[C@H]1[C@H]2N2C(=O)CN(Cc3ccccc3)C(=O)[C@@]2(C)[C@H]1c1ccccc1	-16	1	0.8	8	0.3	23*	3	-0.7	0.8	-1.0	-1.1
CCN(CC)c1ccc(C(=O)N/N=C(\C)c2cccnc2)cc1	5	-51	-1.2	-9	-2.7	-10	-77	-1.8	0.9	-0.4	1.1
NNC(=O)c1nc[nH]c1C(=O)Nc1ccccc1	27*	-2	-0.2	8	1.8	11	-8	-1.9	0.1	-0.7	-2.5
COc1cc(OC)nc(Oc2ccc(N)c(C)c2)n1	5	-1	-0.2	-5	2.8	-10	-6	-1.2	0.6	-1.1	0.2
CC(C)(C)OC(=O)N1CCC2(CC1)Oc1ccc(Cl)cc1C(=O)C21CC(c2ccc(Cl)cc2)=NO1 (stereo not given)	-4	2	-0.2	-1	-1.5	-1	0	1.2	2.1	-0.9	0.0
CCn1cc(C(=O)N2CCn3c(nc4ccccc43)C2)c(=O)c2ccc(C)nc21	1	1	0.4	-5	16*	-18	-4	1.0	0.8	-1.2	0.2
CCC(CC)NC(=O)COn1nnc2ccc(S(=O)(=O)N3CCOCC3)cc21	3	1	0.3	-2	0.6	-6	2	-1.0	-1.6	-0.5	-0.7
O=C(CCc1nnc(-c2ccc(-c3ccccc3)cc2)o1)NCCc1ccccn1	-12	-1	-2.3	-1	-11	-1	-8	-5.9	-1.5	-3.1	-12
CCCNS(=O)(=O)c1ccc(OCC(=O)Nc2ccc3c(c2)OCCO3)cc1	-6	2	-0.7	1	-3.5	-3	-2	-1.7	-0.6	-1.8	-2.5

The closing two compounds of the part before are carried over, then new ones follow.
SMILES	sPLA2-III inh	PLC-gamma1 inh	DAX1 inh-1	ADAM17 inh	GAA850 FXN act	ADAM10 inh	PLCb3 inh	hcDAF12 agonist	DAX1 inh-2	ssDAF-12 act	hgDAF-12 ag
O=C(CCc1nnc(-c2ccc(-c3ccccc3)cc2)o1)NCCc1ccccn1	-12	-1	-2.3	-1	-11	-1	-8	-5.9	-1.5	-3.1	-12
CCCNS(=O)(=O)c1ccc(OCC(=O)Nc2ccc3c(c2)OCCO3)cc1	-6	2	-0.7	1	-3.5	-3	-2	-1.7	-0.6	-1.8	-2.5
O=C(COC(=O)c1ccccn1)NCCc1ccc(Cl)cc1	-4	-1	0.4	-2	1.0	-2	2	1.8	1.2	-0.5	2.0
O=C(C1CCCN(Cc2ccccc2F)C1)N1CCCCC1 (stereo not given)	-6	0	-0.3	0	0.3	6	0	-0.8	0.3	-1.2	1.3
CCSc1nnc(-c2cccnc2)n1Cc1ccco1	-3	-3	0.5	-6	0.8	-9	-7	-0.3	-0.3	-0.5	-0.9
COc1ccc(C2CC(=O)C(c3ccc(C(C)=O)cc3)=CN2Cc2ccccc2)cc1 (stereo not given)	-2	-288	-0.1	-18	.	-74	-394	-0.1	.	-1.0	-1.1
Cc1cc(/C=C2\SC(=S)N(Cc3ccco3)C2=O)c(C)n1-c1ccccc1	-3	-5	0.1	2	-5.9	-1	-4	0.4	2.2	-1.9	-1.8
COc1ccc(-c2csc(C(C)(O)c3ccccc3)n2)cc1 (stereo not given)	-14	2	-1.1	-2	1.7	0	-1	1.1	.	-0.8	3.0
N#CCCN(Cc1cccs1)C(=O)c1ccc(Cl)cc1	1	1	-0.1	-5	3.8	-2	-2	-1.3	1.9	-1.5	-0.8
Cc1[nH]c2ccccc2c1C(=O)C(=O)NCCOc1ccccc1	-7	1	0.5	0	2.7	-4	-5	0.5	0.9	-2.2	0.3
COc1cc(Cl)ccc1S(=O)(=O)n1nc(C)cc1C	5	2	-0.1	-4	-0.7	8	0	-0.4	-0.1	-1.0	0.2
O=C(CSc1nnc(-c2ccccc2F)o1)N1CCCC1	2	-2	0.5	-3	1.7	-9	2	2.3	1.6	-0.6	2.9
Nn1c(SCc2cccc3ccccc23)nnc1-c1ccco1	-5	3	-0.7	-1	2.8	3	2	-2.1	0.1	-1.6	-0.7
COC(=O)c1scc(S(=O)(=O)C(C)(C)C)c1-n1cccc1	-3	0	-0.2	-3	3.7	-4	-3	0.1	0.2	-0.4	0.0
O=C(N/N=C/c1coc2ccc(Cl)cc2c1=O)c1ccc(O)cc1	-23	-2	-0.4	4	-2.1	-3	-11	-1.5	-1.1	-1.3	0.5
O=C(c1ccco1)N(Cc1ccco1)c1ccc(O)cc1	-3	-1	0.2	-8	1.2	-3	0	-1.6	0.8	-1.3	-1.0
COc1ccc2oc(C(=O)OCC(=O)N3CCN(S(=O)(=O)c4ccccc4)CC3)c(C)c2c1	3	-41	-0.2	-67	-0.1	-278	-69	0.5	-1.1	-1.3	-3.2
CCOc1nc(C)ccc1-c1noc(-c2ccccc2OC)n1	-14	1	-0.3	-3	1.9	-10	-3	-1.7	-0.8	-1.7	2.6
CN(C(=O)Nc1cccc(C(F)(F)F)c1)C1CCCCC1	-3	1	-0.1	-1	1.7	-2	-2	-0.6	1.3	-0.6	2.1
O=[N+]([O-])c1cc(Cl)ccc1NCCNc1ncc(C(F)(F)F)cc1Cl	-1	1	0.1	-4	-0.3	-3	1	-0.1	0.0	-1.0	-0.6
CC(C)NC(=O)[C@H](CSCc1ccccc1)N1Cc2ccccc2C1=O	11	2	-1.0	-3	-1.8	-6	1	1.0	-0.6	-1.7	-0.7
O=C(CC(=O)N/N=C\c1ccccc1)NCCc1ccccc1	4	-5	-0.2	-4	1.7	-6	-8	-0.9	0.8	-0.3	1.7
CCOC(=O)/C(=N/Nc1ccc(Cl)cc1)S(=O)(=O)c1ccc(Cl)cc1	-5	1	-0.1	-4	2.5	-1	-2	-1.0	0.3	0.2	-0.5
O=C1C=CC(=Nc2ccc3c(c2)Cc2ccccc2-3)O1	-3	-10	2.2	-10	4.6	-25	-14	3.5	1.4	0.1	6.2
N#Cc1ccc(Oc2ccc(NC(=O)C3CC=CCC3C(=O)O)cc2)cc1 (stereo not given)	3	3	0.4	0	-2.4	-1	-1	-0.3	0.2	-0.5	1.5
Cc1ccc(S(=O)(=O)N(CC(=O)NC2CC2)c2ccc(C)c(Cl)c2)cc1	-2	-3	-1.6	-2	-1.8	-2	-4	-0.7	0.6	-0.5	0.9
Cc1ccc(O)c(NC(=O)/C=C/C(=O)O)c1	3	5	-1.3	-1	-1.8	-6	-5	0.6	0.6	-1.0	1.1
O=C(N=C1SC2CS(=O)(=O)CC2N1c1ccccc1)c1ccccc1 (stereo not given)	0	-1	-0.2	-2	1.1	-7	6	-1.8	1.1	-0.6	0.8
COc1cc(C(=O)NCCNC(=O)C2CCCNC2=O)cc(OC)c1OC (stereo not given)	6	6	0.3	3	-0.3	10	-1	0.5	0.1	-1.7	-1.5
CC1CC(C)CN(S(=O)(=O)CC23CCC(CC2=O)C3(C)C)C1 (stereo not given)	2	0	-0.2	-2	-2.7	7	-5	-0.3	1.1	-1.2	-1.6
Cc1cc(C(=O)NNC(=O)c2ccccc2O)c(C)o1	0	-5	1.2	-7	0.5	-24	-6	0.6	0.1	-1.6	2.3
Cn1c(CCN2CCCCC2)nc2cc(NC(=O)Nc3ccccc3)ccc21	-8	2	-0.5	-37	3.1	-167	1	-0.2	0.0	-2.0	-4.8
COc1ccc(N2CCN(C(=O)CCc3nnc4ccc(N5CCC(C)CC5)nn34)CC2)cc1	3	-2	-0.8	-3	2.7	-1	-8	-0.1	0.1	-0.5	2.3
CCOn1c(=O)c(-c2ccc(F)cc2)[n+]([O-])c2ccccc21	18	-6	0.3	-12	-0.6	-28	-27	0.6	4.8*	-1.1	-2.2
O=C(O)c1cccc(-c2ccc(/C=N/Nc3nn[nH]n3)o2)c1	7	-22	0.4	-9	2.1	-51	-29	-0.7	2.3	0.1	0.3
Cn1c(CN2CCN(c3ccc(Cl)cc3)CC2)nc2ccccc21	-5	-1	-1.1	-4	0.7	0	-1	2.2	-0.4	-0.8	0.9
CCOC(=O)C(C)n1cnc2c(nnn2-c2cccc(OC)c2)c1=O (stereo not given)	-1	3	0.6	0	2.6	-2	-7	4.5	0.3	0.0	2.1
O=C(NCc1ccccc1)c1c(O)c2cccc3c2n(c1=O)CCC3	-1	2	0.5	0	-0.7	8	2	-1.2	2.3	-0.9	-0.2
CCCn1c(=N)c(S(=O)(=O)c2ccc(F)cc2)cc2c(=O)n3ccccc3nc21	6	-33	0.9	-64	4.8	-222	-48	-1.1	0.6	-1.6	0.8
CC1Oc2ccccc2N(CC(=O)NCc2ccc3c(c2)OCO3)C1=O (stereo not given)	-3	-1	0.9	-1	1.4	-2	1	2.4	0.8	-0.4	11*
COc1ccccc1N1CCN(CC(=O)Nc2c(C)n[nH]c2C)CC1	-2	0	-0.3	-6	-2.1	-4	-2	-2.0	-1.5	-0.2	-2.2
Cc1nc2ccccc2c(=O)n1/N=C/c1ccccc1O	-4	-2	1.2	-2	4.9	-2	-10	2.8	2.1	0.2	7.5
O=C(COC(=O)CCC(=O)c1ccc(F)cc1)NCc1ccccc1Cl	-6	0	-0.3	-2	-2.5	-1	1	-0.4	2.3	-0.8	1.4
O=C(CN1C(=O)S/C(=C\c2ccc(F)cc2)C1=O)NCCCn1ccnc1	-4	2	-0.1	1	2.0	4	-2	0.2	-0.1	-0.2	0.5
COc1c(Cl)ccc(Cl)c1C(=O)NC(=O)Nc1nc(C)cc(C)n1	0	-2	-3.8	-1	-2.3	2	-9	-0.4	-0.3	-1.7	-1.4
O=C(NNC(=O)C1CCCC1)c1cc([N+](=O)[O-])cc([N+](=O)[O-])c1	6	-2	-0.2	5	1.8	-15	-3	-0.7	0.5	-1.0	0.1
O=C(NCc1cccnc1)C(=O)NCC(c1ccco1)N1CCN(c2ccccc2)CC1 (stereo not given)	-2	0	0.1	4	-0.5	2	1	-2.6	-0.9	-1.0	-2.5
Nc1nc(-c2ccc(F)cc2)cs1	2	0	0.9	-3	4.8	1	-4	1.9	0.8	-1.3	2.2
CN(Cc1ccccc1)C(=O)c1ccc(Nc2nc(CN)cs2)nc1	7	-8	1.1	-4	2.7	-8	-13	2.0	.	-0.9	2.1
CCN(C(=O)c1c(C)noc1C)c1c(N)n(Cc2ccccc2)c(=O)[nH]c1=O	3	3	1.0	1	0.0	-8	-2	0.1	-0.7	-1.4	2.9
